Compound activity as filed in PubChem.
CIT2 TOR yeast – modulators of CIT2-GFP expression in yeast, primary screen, S. cerevisiae, GFP fusion, multiplex flow cytometry, MLPCN library; S. cerevisiae CIT2-GFP strain, 3 h; 100 means same as DMSO wells; GFP response vs DMSO, % at 10 µM; 320,000 tested, 0.065% active; AID 2029, 2009;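 active means GFP response relative to DMSO above a set limit, near the screen mean plus 3 SD, cut at about 150% in these data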;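 further: ratio of well median GFP fluorescence to mean of DMSO wells on the plate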
AGP1 TOR yeast – modulators of AGP1-GFP expression in yeast TOR pathway, primary screen, cell-based, multiplex flow cytometry, S. cerevisiae, MLPCN library; GFP response vs DMSO, % at 10 µM; AID 2066, 2009; 3 h; GFP as percent of DMSO wells; 320,000 tested, 0.02% active;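 active means GFP response relative to DMSO above a set limit, near screen average plus 3 SD, cut at about 150% in these data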;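 further: median GFP channel fluorescence of the gated AGP1 strain per well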
GRK2 aptamer HTS – compounds blocking aptamer binding on GRK2 – biochemical, human GRK2, bead flow cytometry, HTS, primary screen | Beta-adrenergic receptor kinase 1 (Homo sapiens), P25098 | FAM-aptamer displacement from GRK2 | inhibition of aptamer binding, % at 10 µM | 330,000 tested, 0.59% active | AID 488847, 2010;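 active means inhibition of aptamer binding above 40%, roughly 3 SD of noise, on plates passing a quality check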;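 further: median bead fluorescence of bound FAM aptamer so fluorescent compounds give negative values; no value below 0 was filed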
MEP2-GFP yeast – modulators of MEP2-GFP levels in yeast, primary screen, S. cerevisiae, multiplex flow cytometry, MLPCN library; S. cerevisiae MEP2-GFP strain, 3 h; 100% = DMSO control level; GFP response vs DMSO, % at 10 µM; 330,000 tested, 0.51% active; AID 2016, 2009;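 active means GFP response versus DMSO above a set limit, roughly screen mean plus 3 SD, cut at about 180% in these data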;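 further: median GFP fluorescence of the barcode-gated MEP2-GFP cells per well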
LAP4 TOR yeast – modulators of LAP4-GFP expression in yeast, primary screen, S. cerevisiae, multiplex flow cytometry, MLPCN library; 3 h; median GFP as percent of DMSO wells; GFP response vs DMSO, % at 10 µM; 320,000 tested, 0.34% active;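 active means GFP response vs DMSO above a set limit, about the screen mean plus 3 SD, cut at about 150% in these data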
RPL19A-GFP yeast – RPL19A-GFP expression modulators in yeast, primary screen, cell-based, S. cerevisiae, multiplex flow cytometry, MLPCN; S. cerevisiae RPL19A-GFP strain, 3 h; active compounds read low; percent response vs DMSO, % at 10 µM; 330,000 tested, 0.3% active;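 active means percent response vs DMSO below 50%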;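 further: median channel GFP fluorescence of the barcoded RPL19A-GFP strain; ratio of sample median GFP to plate DMSO average so 100% = DMSO; lower means less RPL19A-GFP as with rapamycin TOR inhibition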
VLA-4 inh – inhibition in human VLA-4 binding assay, primary screen, VLA-4 allosteric modulator project, MLPCN library, flow cytometry, VLA-4 expressing cells; Integrin alpha-4 (Homo sapiens), P13612; inhibition, % (about 7 µM as worked out from the volumes in the protocol); AID 2557, 2010; 330,000 tested, 0.2% active; ligand binding flow cytometry; in the data active means inhibition above about 50%
Target sequence (P13612 whole entry, looked up): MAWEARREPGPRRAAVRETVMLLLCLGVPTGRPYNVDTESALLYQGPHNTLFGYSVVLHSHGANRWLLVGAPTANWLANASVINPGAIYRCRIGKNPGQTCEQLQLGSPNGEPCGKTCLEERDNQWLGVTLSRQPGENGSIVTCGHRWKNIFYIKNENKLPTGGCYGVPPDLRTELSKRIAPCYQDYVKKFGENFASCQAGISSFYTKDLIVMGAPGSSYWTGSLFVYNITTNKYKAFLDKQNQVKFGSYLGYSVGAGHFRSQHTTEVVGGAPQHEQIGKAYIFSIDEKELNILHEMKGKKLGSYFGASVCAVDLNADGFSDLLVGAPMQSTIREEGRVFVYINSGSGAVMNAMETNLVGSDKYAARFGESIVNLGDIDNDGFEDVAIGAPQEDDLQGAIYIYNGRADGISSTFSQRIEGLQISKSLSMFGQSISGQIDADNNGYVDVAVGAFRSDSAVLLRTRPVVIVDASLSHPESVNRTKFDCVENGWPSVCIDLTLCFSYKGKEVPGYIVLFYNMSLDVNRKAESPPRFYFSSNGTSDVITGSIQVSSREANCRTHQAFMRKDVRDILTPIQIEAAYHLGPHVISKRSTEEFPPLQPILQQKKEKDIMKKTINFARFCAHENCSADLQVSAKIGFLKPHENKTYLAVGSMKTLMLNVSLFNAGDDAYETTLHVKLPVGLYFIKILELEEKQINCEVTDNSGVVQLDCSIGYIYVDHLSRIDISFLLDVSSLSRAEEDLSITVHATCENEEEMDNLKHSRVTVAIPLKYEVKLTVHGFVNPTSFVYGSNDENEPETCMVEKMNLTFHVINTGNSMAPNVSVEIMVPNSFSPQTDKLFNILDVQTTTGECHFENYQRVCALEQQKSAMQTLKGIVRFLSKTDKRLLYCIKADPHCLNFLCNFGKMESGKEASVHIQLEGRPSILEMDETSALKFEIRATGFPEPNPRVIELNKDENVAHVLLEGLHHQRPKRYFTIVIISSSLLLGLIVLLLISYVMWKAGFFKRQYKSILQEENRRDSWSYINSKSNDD
CR mimetic SO – reduction of superoxide in aged yeast, primary screen, HTS. superoxide response (% of plate mean), % at 10 µM. 330,000 tested, 0.18% active. AID 2690, 2010. S. cerevisiae aged cells, superoxide DHE fluorescence; active compounds read low;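 active means superoxide response under a set limit, about three screen SD below normal, cut at about 65% in these data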;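 further: yeast aged for seven days with compound at 30 °C before DHE staining; 100% = average MFI of all compound-treated wells on the plate with controls excluded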
The depositor's hits bear a star. Rows are unselected, and some 1.7% of all compounds hit somewhere here.

CC1CN(C(=S)SCCN2C(=O)CCC2=O)CC(C)O1 (stereo not drawn) was read as CIT2 TOR yeast 102, AGP1 TOR yeast 109, GRK2 aptamer HTS 7, MEP2-GFP yeast 101, LAP4 TOR yeast 104, RPL19A-GFP yeast 98, VLA-4 inh 3 and CR mimetic SO 101.
Screening Cc1nnc(SCC(=O)Nc2cccc(Cl)c2)n1CC1CCCO1 (stereo not drawn) returned CIT2 TOR yeast 99, AGP1 TOR yeast 101, GRK2 aptamer HTS 0, MEP2-GFP yeast 105, LAP4 TOR yeast 90, RPL19A-GFP yeast 104, VLA-4 inh -10 and CR mimetic SO 99.
`COc1cc([N+](=O)[O-])cc(/C=N/NC(=O)c2cc(-c3ccccc3)nc3ccccc23)c1O` gave CIT2 TOR yeast 99, AGP1 TOR yeast 104, GRK2 aptamer HTS 1, MEP2-GFP yeast 104, LAP4 TOR yeast 92, RPL19A-GFP yeast 102, VLA-4 inh 6 and CR mimetic SO 81.
Screening COc1ccc(C2(C#N)CCC(=O)N2c2ccccc2)cc1 (stereo not drawn) returned CIT2 TOR yeast 94, AGP1 TOR yeast 102, MEP2-GFP yeast 93, LAP4 TOR yeast 105, RPL19A-GFP yeast 97, VLA-4 inh 4 and CR mimetic SO 101.
Screening COc1ccc(NC(=O)CCCNC(=O)Cn2cnc3sc(C)c(C)c3c2=O)cc1Cl returned CIT2 TOR yeast 98, AGP1 TOR yeast 100, GRK2 aptamer HTS 0, MEP2-GFP yeast 100, LAP4 TOR yeast 89, RPL19A-GFP yeast 103, VLA-4 inh 30 and CR mimetic SO 104.
`Cc1ccccc1C(=O)Nc1cccc(C(=O)N/N=C/c2cc(Cl)cc([N+](=O)[O-])c2O)c1` gave CIT2 TOR yeast 108, AGP1 TOR yeast 103, GRK2 aptamer HTS 3, MEP2-GFP yeast 105, LAP4 TOR yeast 92, RPL19A-GFP yeast 113, VLA-4 inh 6 and CR mimetic SO 112.
Screening CCC(c1c(C)[nH]oc1=O)c1c(C)[nH]oc1=O returned CIT2 TOR yeast 111, AGP1 TOR yeast 104, GRK2 aptamer HTS 0, MEP2-GFP yeast 110, LAP4 TOR yeast 118, RPL19A-GFP yeast 96, VLA-4 inh 6 and CR mimetic SO 114.
O=C(CN1C(=O)c2cccc3cccc1c23)NC1CCCC1 was read as CIT2 TOR yeast 113, AGP1 TOR yeast 108, GRK2 aptamer HTS 0, MEP2-GFP yeast 106, LAP4 TOR yeast 94, RPL19A-GFP yeast 102, VLA-4 inh 6 and CR mimetic SO 117.
`Cc1cccc(N2CCN(c3nc4ccc(Cl)cc4n4cnnc34)CC2)c1C` gave CIT2 TOR yeast 107, AGP1 TOR yeast 97, GRK2 aptamer HTS 2, MEP2-GFP yeast 100, LAP4 TOR yeast 102, RPL19A-GFP yeast 100, VLA-4 inh -2 and CR mimetic SO 104.
CN1CCN(C(=O)/C(=C/c2ccc(N(C)C)cc2)NC(=O)c2ccccc2)CC1 was read as CIT2 TOR yeast 111, AGP1 TOR yeast 114, GRK2 aptamer HTS 0, MEP2-GFP yeast 102, LAP4 TOR yeast 96, RPL19A-GFP yeast 107, VLA-4 inh -4 and CR mimetic SO 106.
`CCOc1ccc(/C(O)=C2/C(=O)C(=O)N(c3ccccn3)C2c2ccc(F)cc2)c(C)c1` (stereo not drawn) gave CIT2 TOR yeast 83, AGP1 TOR yeast 88, GRK2 aptamer HTS 4, MEP2-GFP yeast 89, LAP4 TOR yeast 103, RPL19A-GFP yeast 95, VLA-4 inh 10 and CR mimetic SO 96.
Screening O=C(O)Cc1sc(N/N=C\c2ccccc2)nc1-c1ccccc1 returned CIT2 TOR yeast 104, AGP1 TOR yeast 108, GRK2 aptamer HTS 4, MEP2-GFP yeast 109, LAP4 TOR yeast 113, RPL19A-GFP yeast 103, VLA-4 inh 32 and CR mimetic SO 69.
`CC1(C)C(CC2OCC(CN3CCCCC3)O2)[C@H]2CC[C@@H]1C2` (stereo partly drawn) gave GRK2 aptamer HTS 0, MEP2-GFP yeast 100, RPL19A-GFP yeast 100, VLA-4 inh 16 and CR mimetic SO 101.
Screening CCOc1ccc(N(CC(=O)NC2CCCCC2)S(=O)(=O)c2ccc(C)cc2)cc1 returned CIT2 TOR yeast 101, AGP1 TOR yeast 109, GRK2 aptamer HTS 0, MEP2-GFP yeast 101, LAP4 TOR yeast 98, RPL19A-GFP yeast 104, VLA-4 inh 6 and CR mimetic SO 98.
Screening Cc1ccc(NC(=O)CC2NCCNC2=O)cc1Cl (stereo not drawn) returned CIT2 TOR yeast 101, AGP1 TOR yeast 100, GRK2 aptamer HTS 4, MEP2-GFP yeast 104, LAP4 TOR yeast 101, RPL19A-GFP yeast 103, VLA-4 inh 7 and CR mimetic SO 109.

3 structures out of the list, arranged by number of heavy atoms, high to low:
`CCOc1ccc(/C(O)=C2/C(=O)C(=O)N(c3ccccn3)C2c2ccc(F)cc2)c(C)c1` (stereo not drawn) gave CIT2 TOR yeast 83, AGP1 TOR yeast 88, GRK2 aptamer HTS 4, MEP2-GFP yeast 89, LAP4 TOR yeast 103, RPL19A-GFP yeast 95, VLA-4 inh 10 and CR mimetic SO 96.
`CC1(C)C(CC2OCC(CN3CCCCC3)O2)[C@H]2CC[C@@H]1C2` (stereo partly drawn) gave GRK2 aptamer HTS 0, MEP2-GFP yeast 100, RPL19A-GFP yeast 100, VLA-4 inh 16 and CR mimetic SO 101.
CC1CN(C(=S)SCCN2C(=O)CCC2=O)CC(C)O1 (stereo not drawn) was read as CIT2 TOR yeast 102, AGP1 TOR yeast 109, GRK2 aptamer HTS 7, MEP2-GFP yeast 101, LAP4 TOR yeast 104, RPL19A-GFP yeast 98, VLA-4 inh 3 and CR mimetic SO 101.

Next part:
Screening O=C(CSc1nc2c([nH]c3ccccc32)c(=O)n1-c1ccccc1F)NCC1CCCO1 (stereo not drawn) returned CIT2 TOR yeast 96, AGP1 TOR yeast 96, GRK2 aptamer HTS 1, MEP2-GFP yeast 94, LAP4 TOR yeast 106, RPL19A-GFP yeast 94, VLA-4 inh -18 and CR mimetic SO 97.
For C/C(=N/Nc1ccccc1[N+](=O)[O-])c1ccc([N+](=O)[O-])cc1 the results were CIT2 TOR yeast 101, AGP1 TOR yeast 110, GRK2 aptamer HTS 0, MEP2-GFP yeast 99, LAP4 TOR yeast 92, RPL19A-GFP yeast 103, VLA-4 inh -8 and CR mimetic SO 83.
Screening O=S(=O)(c1ccc2ccccc2c1)n1cccn1 returned CIT2 TOR yeast 102, AGP1 TOR yeast 105, GRK2 aptamer HTS 7, MEP2-GFP yeast 103, LAP4 TOR yeast 107, RPL19A-GFP yeast 106, VLA-4 inh 13 and CR mimetic SO 96.
Screening O=C1c2ccccc2C(=O)N1CCc1nc(-c2ccccn2)no1 returned CIT2 TOR yeast 99, AGP1 TOR yeast 95, GRK2 aptamer HTS 2, MEP2-GFP yeast 92, LAP4 TOR yeast 89, RPL19A-GFP yeast 95, VLA-4 inh -4 and CR mimetic SO 86.
CC1=CC(=Nc2c(C)n(C)n(-c3ccccc3)c2=O)C=C(C)C1=O was read as CIT2 TOR yeast 93, AGP1 TOR yeast 124, GRK2 aptamer HTS 3, MEP2-GFP yeast 96, LAP4 TOR yeast 103, RPL19A-GFP yeast 99, VLA-4 inh 4 and CR mimetic SO 88.
For CNc1cc([N+](=O)[O-])ccc1N/C=C/C(=O)c1ccc2c(c1)OCO2 the results were CIT2 TOR yeast 95, AGP1 TOR yeast 98, GRK2 aptamer HTS 0, MEP2-GFP yeast 99, LAP4 TOR yeast 98, RPL19A-GFP yeast 102, VLA-4 inh -5 and CR mimetic SO 101.
`O=C(OCc1nnc(-c2ccccc2)o1)c1cccnc1Cl` gave AGP1 TOR yeast 94, GRK2 aptamer HTS 0, MEP2-GFP yeast 108, LAP4 TOR yeast 86, RPL19A-GFP yeast 86, VLA-4 inh -2 and CR mimetic SO 108.
Screening CCCC1C(C#N)=C(N)Oc2n[nH]c(C(C)(C)C)c21 (stereo not drawn) returned CIT2 TOR yeast 107, AGP1 TOR yeast 96, GRK2 aptamer HTS 0, MEP2-GFP yeast 82, LAP4 TOR yeast 95, VLA-4 inh 4 and CR mimetic SO 88.
`CC(C)n1cc(/C(N)=N/O)c(=O)n(Cc2ccccc2)c1=O` gave GRK2 aptamer HTS 4, MEP2-GFP yeast 90, RPL19A-GFP yeast 100, VLA-4 inh -8 and CR mimetic SO 112.
For CS(=O)(=O)CCC(C(=O)N1CCOCC1)N1C(=O)c2cc(Cl)c(Cl)cc2C1=O (stereo not drawn) the results were CIT2 TOR yeast 109, AGP1 TOR yeast 105, GRK2 aptamer HTS 0, MEP2-GFP yeast 107, LAP4 TOR yeast 100, RPL19A-GFP yeast 104, VLA-4 inh -4 and CR mimetic SO 99.
For COc1nc(-c2ccc(Cl)cc2)ccc1-c1noc(-c2cccs2)n1 the results were CIT2 TOR yeast 98, AGP1 TOR yeast 102, GRK2 aptamer HTS 0, MEP2-GFP yeast 108, LAP4 TOR yeast 104, RPL19A-GFP yeast 99, VLA-4 inh -7 and CR mimetic SO 101.
For O=C(N/N=C/c1ccc(Cl)cc1Cl)Nc1ccccc1 the results were CIT2 TOR yeast 90, AGP1 TOR yeast 99, GRK2 aptamer HTS 4, MEP2-GFP yeast 101, LAP4 TOR yeast 104, RPL19A-GFP yeast 100, VLA-4 inh -6 and CR mimetic SO 95.
`COCCNCC#CCOc1ccc(OC)cc1` gave CIT2 TOR yeast 98, AGP1 TOR yeast 106, GRK2 aptamer HTS 2, MEP2-GFP yeast 104, LAP4 TOR yeast 100, RPL19A-GFP yeast 99, VLA-4 inh 10 and CR mimetic SO 100.
Screening CCCc1[nH]nc2c1C(c1ccc(Br)s1)C(C#N)=C(N)O2 (stereo not drawn) returned CIT2 TOR yeast 91, AGP1 TOR yeast 94, GRK2 aptamer HTS 0, MEP2-GFP yeast 83, LAP4 TOR yeast 152*, RPL19A-GFP yeast 94, VLA-4 inh -2 and CR mimetic SO 107.
For Cc1ccc(CN2CCN(Cc3cccn3-c3ccc(Cl)cn3)CC2CCO)o1 (stereo not drawn) the results were CIT2 TOR yeast 118, AGP1 TOR yeast 105, GRK2 aptamer HTS 0, MEP2-GFP yeast 111, LAP4 TOR yeast 91, RPL19A-GFP yeast 108, VLA-4 inh 3 and CR mimetic SO 101.
O=C(Nc1cccc(-n2cnnn2)c1)c1ccco1 was read as CIT2 TOR yeast 100, AGP1 TOR yeast 107, GRK2 aptamer HTS 1, MEP2-GFP yeast 100, LAP4 TOR yeast 102, RPL19A-GFP yeast 97, VLA-4 inh 17 and CR mimetic SO 93.
CCCc1cc(=O)oc2c(C)c(OCC(=O)N3CCC(C(=O)O)CC3)ccc12 was read as CIT2 TOR yeast 91, AGP1 TOR yeast 96, GRK2 aptamer HTS 0, MEP2-GFP yeast 98, LAP4 TOR yeast 98, RPL19A-GFP yeast 99, VLA-4 inh 14 and CR mimetic SO 118.
Screening Clc1ccccc1-c1ccc2ncnc(NCc3ccc4c(c3)OCO4)c2c1 returned CIT2 TOR yeast 92, AGP1 TOR yeast 93, GRK2 aptamer HTS 0, MEP2-GFP yeast 93, LAP4 TOR yeast 100, RPL19A-GFP yeast 92, VLA-4 inh -5 and CR mimetic SO 83.
For COCCN(C(=O)CNC(=O)c1ccco1)C(C(=O)NC1CCCC1)c1cccs1 (stereo not drawn) the results were CIT2 TOR yeast 98, AGP1 TOR yeast 104, GRK2 aptamer HTS 0, MEP2-GFP yeast 94, LAP4 TOR yeast 94, RPL19A-GFP yeast 99, VLA-4 inh 2 and CR mimetic SO 99.
